USP30 inh – inhibitors of human USP30 deubiquitinase. Q70CQ3. purified USP30, Ub-rhodamine cleavage fluorescence. inhibition, % at 25 µM. hit rate 5.3% among 47,000. AID 1645860
USP10 inh – blocks human USP10 ubiquitin-rhodamine cleavage; Q14694; purified USP10, Ub-rhodamine fluorescence, 60 min; inhibition, % at 20 µM; hit rate 1.1% among 47,000; AID 1645856
Target sequence (Q14694 whole entry, looked up): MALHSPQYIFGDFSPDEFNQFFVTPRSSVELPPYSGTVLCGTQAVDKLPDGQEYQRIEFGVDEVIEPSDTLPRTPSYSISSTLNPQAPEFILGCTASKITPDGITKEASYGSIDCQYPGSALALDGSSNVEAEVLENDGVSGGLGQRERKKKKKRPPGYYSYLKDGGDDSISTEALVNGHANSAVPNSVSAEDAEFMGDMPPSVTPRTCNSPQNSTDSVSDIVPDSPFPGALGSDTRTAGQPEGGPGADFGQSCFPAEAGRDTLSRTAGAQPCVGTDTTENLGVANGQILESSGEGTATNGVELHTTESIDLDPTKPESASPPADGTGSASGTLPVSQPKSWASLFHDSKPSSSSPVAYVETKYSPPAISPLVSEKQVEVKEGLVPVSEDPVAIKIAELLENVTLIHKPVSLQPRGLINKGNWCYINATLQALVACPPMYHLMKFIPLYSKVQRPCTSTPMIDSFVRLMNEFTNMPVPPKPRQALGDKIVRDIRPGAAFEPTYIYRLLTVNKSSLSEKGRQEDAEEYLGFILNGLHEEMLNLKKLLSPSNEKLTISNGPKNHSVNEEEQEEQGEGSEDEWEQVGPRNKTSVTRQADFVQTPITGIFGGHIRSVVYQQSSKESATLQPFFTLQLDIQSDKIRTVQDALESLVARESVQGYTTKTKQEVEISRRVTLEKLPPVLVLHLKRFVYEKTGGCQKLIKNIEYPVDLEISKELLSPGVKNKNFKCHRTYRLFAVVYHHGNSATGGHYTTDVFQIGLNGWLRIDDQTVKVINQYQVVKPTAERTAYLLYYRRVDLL
OTUD3 inh – blocks human OTUD3 ubiquitin-rhodamine cleavage | purified OTUD3, Ub-rhodamine fluorescence, 2 h | inhibition, % at 25 µM | hit rate 0.7% among 47,000
USP8 block – inhibitors of human USP8 deubiquitinase; P40818; purified USP8, Ub-rhodamine cleavage fluorescence, 30 min; inhibition, % at 20 µM; hit rate 4.2% among 47,000
USP17 inh – human USP17-like deubiquitinase inhibition | inhibition, % at 50 µM | purified USP17, Ub-rhodamine cleavage fluorescence, 3 h | A8MUK1 | AID 1645855 | hit rate 6.5% among 47,000
USP28 inh – inhibitors of human USP28 deubiquitinase; inhibition, % at 25 µM; purified USP28, Ub-rhodamine cleavage fluorescence, 30 min; Q96RU2; AID 1645857; hit rate 3% among 47,000
UCHL1 inh – inhibitors of human UCHL1 deubiquitinase. purified UCHL1, Ub-rhodamine cleavage fluorescence. inhibition, % at 20 µM. hit rate 0.2% among 47,000
Target sequence (P09936 whole entry, looked up): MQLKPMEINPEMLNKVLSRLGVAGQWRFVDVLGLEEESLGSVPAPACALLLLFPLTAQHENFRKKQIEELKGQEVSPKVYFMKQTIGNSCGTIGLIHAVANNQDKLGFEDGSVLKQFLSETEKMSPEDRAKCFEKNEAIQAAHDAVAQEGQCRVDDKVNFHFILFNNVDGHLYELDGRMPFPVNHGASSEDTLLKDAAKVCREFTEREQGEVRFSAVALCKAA
USP7 block – human USP7 deubiquitinase inhibition; Q93009; purified USP7, Ub-rhodamine cleavage fluorescence; inhibition, % at 20 µM; hit rate 0.3% among 47,000; AID 1645854
Active calls of the source: *; i = inactive; · = not tested or not shown. Rule as the data show it: active = inhibition above about 30%; inactive = the rest.

canonical_smiles	USP30 inh	USP10 inh	OTUD3 inh	USP8 block	USP17 inh	USP28 inh	UCHL1 inh	USP7 block
O=C(Cc1csc(NC(=O)c2ccc(=O)[nH]c2)n1)NCc1ccco1	-114	-3	-5	-11	-18	-9	-2	0
COc1cc(OC)nc(Oc2cccc(C(=O)NC(C)(C)C)c2)n1	-1	1	0	1	-3	-4	1	2
CC(C)=CCc1cc(OC2OC(CO)C(O)C(O)C2O)ccc1O (stereo not drawn)	6	0	-4	2	5	0	-1	2
Cc1cc(C)c2c(=O)n(CC(=O)NCc3ccc(OC(C)C)cc3)c(=O)n(C)c2n1	4	-2	13	18	13	7	1	2
COC(=O)c1ccccc1NC(=O)[C@H](CCS(C)=O)NC(=O)c1cnc2c(n1)c(=O)n(C)c(=O)n2C (stereo partly drawn)	-54	-6	24	-12	-3	-5	1	-7
CC(C)Cc1nc2ccc(NC(=O)c3ccncc3)cc2[nH]1	0	0	-2	0	-4	-8	-3	4
Fc1cccc(-c2nccnc2C2CCCN(Cc3ccccn3)C2)c1 (stereo not drawn)	-14	-4	-4	-6	-9	-10	-5	-2
N#Cc1ccc(C(=O)N2CCC3(CC2)Nc2cccnc2NC3=NC2CCCC2)cc1	-281	-10	-78	-188	·	-88	-8	-10
Cc1ccc(CC(=O)Nc2cnc(-c3ccccc3)nc2)cc1	-20	-3	-4	-12	-18	-8	-2	-6
COc1cc(C(C(=O)NC2CCCCC2)N(CCc2ccccc2C)C(=O)c2ccco2)cc(OC)c1OC (stereo not drawn)	0	4	5	16	0	1	0	6
CCOc1ccccc1NC(=O)COC(=O)CCCc1c[nH]c2ccccc12	-27	4	-8	-44	-14	-6	-1	3
Cc1cccc(C(=O)N2CCc3cc(-c4nc(NC(=O)CNc5ccccc5)sc4C)ccc32)c1	20	19	9	57*	60*	17	8	-21
COc1ccc(C(=O)Cn2nnc(-c3ccccc3NC(=O)c3ccncc3)n2)cc1	24	3	9	24	21	10	6	10
O=C(CC1CCCC1)Nc1ccc(N2CCN(C3CCCC3)C2=O)nc1	14	3	10	24	-4	8	1	2
COc1ccccc1C(=O)N1CCC[C@@H](Cn2nnc3c(=O)[nH]c(C)nc32)C1	18	1	13	15	9	12	1	5
Cc1ccccc1NS(=O)(=O)c1cc(C(=O)N2CCCCC2)n(C)c1C	6	1	5	9	3	3	2	3
Cc1c(C(=O)O)[nH]c2ccccc12	-68	-7	-28	-35	-21	-16	-8	-7
Cc1c2oc3c(C)ccc(C(=O)N[C@@H]4C(=O)N[C@H](C(C)C)C(=O)N5CCC[C@H]5C(=O)N(C)CC(=O)N(C)[C@@H](C(C)C)C(=O)O[C@@H]4C)c3nc-2c(C(=O)N[C@@H]2C(=O)N[C@H](C(C)C)C(=O)N3CCC[C@H]3C(=O)N(C)CC(=O)N(C)[C@@H](C(C)C)C(=O)O[C@@H]2C)c(N)c1=O	-158	-3	-43	-25	35*	-40	-8	-19
CC(C)(C)OC(=O)NCC1CCC(C(=O)NCCc2c[nH]c3ccccc23)CC1 (stereo not drawn)	1	1	-4	0	-3	-3	2	2
O=C(NCCc1ccc2c(c1)OCCO2)c1cc(S(=O)(=O)N2CCCCC2)ccc1N1CCCC1	-12	4	-13	-13	-1	-7	2	-8
COc1cccc(Cn2c(=O)c3cccnc3n(-c3ccccc3)c2=O)c1	-123	-4	-36	-1	·	-37	-3	-6
Cc1cc(C)n(-c2nc(-c3ccc(F)cc3)cc(C(F)(F)F)n2)n1	13	1	0	7	0	10	4	1
Cc1nn(-c2nc3ccccc3s2)c2nc(-c3cccnc3)cc(C(F)(F)F)c12	-38	-2	-36	-1	-2	-22	0	3
COc1ccc(C2=Nc3c(-c4ccccc4)c(C)nn3C(c3cccnc3)C2)cc1OC (stereo not drawn)	-136	-3	-36	-18	-17	-25	-29	-52
Cc1nc2scc(C)n2c(=O)c1NC(=O)c1ccco1	2	-1	13	-1	-17	3	-1	1
Cc1ccnc2nc(C(=O)Nc3cc(S(=O)(=O)N4CCCC4)ccc3Cl)nn12	-28	-4	-4	-7	14	2	0	2
CCOc1ccccc1C(=O)Oc1ccc(-n2cnnn2)cc1	18	-1	9	13	6	13	2	-16
Cc1ccc(Cn2nc(C)c(C(=O)N3CCCc4cc(C)ccc43)c2C)cc1	-24	-6	-13	-6	-9	2	-1	-154
CCc1ccccc1Nc1cc(C(=O)NCC2CCCO2)c2ccccc2n1 (stereo not drawn)	-22	0	-13	-2	-14	-12	0	-1
NCCn1nc(C2CCN(C(=O)Cc3cccc(F)c3)C2)c2cccnc21 (stereo not drawn)	26	-3	1	-5	37*	9	-1	3
Cn1ccsc1=NC(=O)Cn1cnc2ccccc2c1=O	-12	0	-7	5	2	-3	0	2
Cc1ccc(N2C(=O)c3cccnc3C2CC(=O)N2CCC3(CC2)OCCO3)cc1 (stereo not drawn)	3	0	1	0	-2	-10	-2	-4
O=S(=O)(N1CCOCC1)N1CCC(O)(CN2CCCC2)C1 (stereo not drawn)	6	-1	5	-6	7	10	2	6
Cc1ccc(-n2nnc3c(SCc4ccccc4)ncnc32)cc1	13	4	4	9	5	5	7	-4
Cc1cc(N2C(=O)CCS2(=O)=O)ccc1S(=O)(=O)NCCC1=CCCCC1	4	9	-2	11	6	1	-1	-3
O=C(CN1C(=O)C2CCCN2c2ncc(Cl)cc21)Nc1cccc(C(F)(F)F)c1 (stereo not drawn)	-199	-9	-44	0	-25	-40	-11	-19
Cc1ccc(OCc2nc(CC(=O)N3CCCC3)cs2)cc1	-15	0	0	-9	-7	-1	-1	-6
Cc1ccc(CN2CCCC(n3c(=O)n(C)c4cncnc43)C2)o1 (stereo not drawn)	4	2	-1	0	-30	-5	-2	3
COc1ccc(OC)c(S(=O)(=O)Nc2ccc3c(c2)CCN3C(=O)C2CC2)c1	-14	-1	-9	-9	-17	-6	-4	-1
O=C1C[C@@H]2O[C@H](CNC(=O)[C@@H]3CN(CCN3C(=O)C3CCOCC3)C(=O)[C@@H]3C[C@@H](CN3CC3CC3)N1)[C@@H](O)[C@H]2O	-254	-11	-31	2	-79	-43	-1	-22
CCc1cc(C(=O)N2CCC3(CC(Nc4cc(C)ncn4)C3)C2)on1 (stereo not drawn)	·	-1	-7	3	-9	·	0	3
CC1=C(C(=O)Nc2ccccc2C)C(c2ccc(OCc3ccccc3F)cc2)n2ncnc2N1 (stereo not drawn)	19	5	11	13	62*	5	-3	0
CCOc1cc(N2CCOCC2)c(OCC)cc1NC(=O)CCc1c[nH]c2ccccc12	6	-3	2	3	-6	0	3	0
Cc1ccc(-n2cc(C(=O)NCc3cccnc3)nn2)cc1C	66*	8	6	-3	·	19	-1	-6
CC1Cc2nc3ccccc3n2CCN1Cc1ccc(S(C)(=O)=O)cc1 (stereo not drawn)	-4	-1	1	4	-1	-8	0	0
CCN1C(=O)[C@H]2CN(CC(C)C)C[C@H]2C12CCN(C(=O)Nc1ccccc1)CC2	·	-1	-6	0	-50	·	-1	-19
Cn1c(=O)[nH]c(=O)c2c1nc1n2CC(c2ccc(Cl)cc2)O1 (stereo not drawn)	1	5	-2	-1	-4	-9	1	4
O=C1N(Cc2cccc([N+](=O)[O-])c2)c2ccccc2S(=O)(=O)N1c1ccccc1	18	4	12	0	5	8	4	-4

Fetched by structure from above (six):
canonical_smiles	USP30 inh	USP10 inh	OTUD3 inh	USP8 block	USP17 inh	USP28 inh	UCHL1 inh	USP7 block
Cc1cc(C)n(-c2nc(-c3ccc(F)cc3)cc(C(F)(F)F)n2)n1	13	1	0	7	0	10	4	1
CCc1ccccc1Nc1cc(C(=O)NCC2CCCO2)c2ccccc2n1 (stereo not drawn)	-22	0	-13	-2	-14	-12	0	-1
Cc1c2oc3c(C)ccc(C(=O)N[C@@H]4C(=O)N[C@H](C(C)C)C(=O)N5CCC[C@H]5C(=O)N(C)CC(=O)N(C)[C@@H](C(C)C)C(=O)O[C@@H]4C)c3nc-2c(C(=O)N[C@@H]2C(=O)N[C@H](C(C)C)C(=O)N3CCC[C@H]3C(=O)N(C)CC(=O)N(C)[C@@H](C(C)C)C(=O)O[C@@H]2C)c(N)c1=O	-158	-3	-43	-25	35*	-40	-8	-19
COc1ccc(C2=Nc3c(-c4ccccc4)c(C)nn3C(c3cccnc3)C2)cc1OC (stereo not drawn)	-136	-3	-36	-18	-17	-25	-29	-52
CC(C)Cc1nc2ccc(NC(=O)c3ccncc3)cc2[nH]1	0	0	-2	0	-4	-8	-3	4
CCOc1cc(N2CCOCC2)c(OCC)cc1NC(=O)CCc1c[nH]c2ccccc12	6	-3	2	3	-6	0	3	0

Additional structures
canonical_smiles	USP30 inh	USP10 inh	OTUD3 inh	USP8 block	USP17 inh	USP28 inh	UCHL1 inh	USP7 block
Cc1oc(-c2ccccc2Cl)cc1C(=O)Nc1ccc(F)cc1	-10	0	-7	-24	-7	-7	1	1
O=C(Nc1ccccc1)N1CCCN(Cc2c(F)cccc2Cl)CC1	29	8	11	15	6	10	7	7
O=C1CC(C(=O)Nc2ccccc2)N=C(N2CCN(c3ccccc3F)CC2)N1 (stereo not drawn)	33*	6	13	24	2	18	4	6
COc1ccc(C(=O)NCC(c2ccc3c(c2)CCCN3C)N2CCCC2)cc1 (stereo not drawn)	i	-10	-191	-159	-144	-201	-42	-43
Cc1nc(N2CCCC2)c2oc3ccc(Cl)cc3c2n1	26	-3	8	1	18	1	2	1
COc1ccccc1CNC(=O)COc1ccccc1-c1nnc(-c2ccccc2)o1	31*	7	6	6	19	-42	8	·
O=C(Nc1ccncc1)c1ncoc1-c1cccc(Cl)c1	66*	1	4	6	7	2	0	·
Cn1nc(C(=O)Nc2cccc(Br)c2)c(Cl)c1C(F)(F)F	3	5	-1	9	2	0	0	2
CCCCn1c(=O)n(CC(=O)Nc2ccc(OC)c(Cl)c2)c(=O)c2c1nc(CO)n2CCC	9	0	-2	11	3	-1	0	-6
O=C(CN1CCOCC1)N1CCN(Cc2ccccc2)CC1	8	-3	3	4	3	-4	-2	3
O=c1[nH]c2ccccc2n1CCCOc1ccc(Cl)cc1	6	6	1	5	7	40*	4	-29
Cc1cccc(S(=O)(=O)N(CC(=O)N2CCCc3ccccc32)Cc2ccccc2)c1	16	6	12	15	13	17	3	8
COc1ccc(Cl)cc1NC(=O)CC(NCc1ccccc1)C(=O)O (stereo not drawn)	0	0	15	16	12	9	2	-3
CCn1cc(-c2ccnc3cc(C(=O)NC4CCOCC4)nn23)c(C)n1	-12	2	0	0	0	-2	-2	2
CCOc1cc(C2C3=C(CC(C)(C)CC3=O)Nc3onc(C)c32)ccc1O (stereo not drawn)	45*	1	17	15	51*	12	2	-2
CC1CCCCN1Cc1nc2c([nH]1)c(=O)n(C)c(=O)n2C (stereo not drawn)	0	-4	1	3	0	0	0	6
COc1cc(CNC(=O)c2cnc3c(C)cccn3c2=O)cc(OC)c1OC	26	0	7	12	-21	2	3	8
CC(=O)NCCc1cn(CCN2CCCCC2)c2ccc(C)cc12	10	-5	13	9	5	4	0	1
COc1ccc(OC)c(/C=C/C(=O)N=c2sc3ccccc3n2C)c1	-9	1	1	12	-3	-3	0	5
CCc1ccc(NC(=O)Cn2cc(S(=O)(=O)N3CCCC3)ccc2=O)cc1	-8	4	-2	-10	-9	-7	-1	1
NC(=O)N[C@@H]1C[C@H](O)[C@@H](N2CCN(c3ccccc3)CC2)[C@@H]1O	-13	-3	-5	-19	-11	-15	-8	-8
CC(C)N1CCN(c2ccc3ccc(C(=O)N4CCCCC4)cn23)CC1	-52	-4	-21	-42	-23	-20	-2	-24
COc1cccc(NC(=O)NC2(c3noc(C)n3)CCCC2)c1	-11	1	-10	-20	-12	-4	-3	1
O=C(CC(NCc1ccccn1)C(=O)O)Nc1ccc(F)cc1 (stereo not drawn)	-14	-1	5	2	-63	-5	0	1

Complete entries from above. Order of screens: USP30 inh | USP10 inh | OTUD3 inh | USP8 block | USP17 inh | USP28 inh | UCHL1 inh | USP7 block
CCc1ccc(NC(=O)Cn2cc(S(=O)(=O)N3CCCC3)ccc2=O)cc1 is listed with -8 | 4 | -2 | -10 | -9 | -7 | -1 | 1
CCOc1cc(C2C3=C(CC(C)(C)CC3=O)Nc3onc(C)c32)ccc1O (stereo not drawn) is listed with 45* | 1 | 17 | 15 | 51* | 12 | 2 | -2
CC(C)N1CCN(c2ccc3ccc(C(=O)N4CCCCC4)cn23)CC1 is listed with -52 | -4 | -21 | -42 | -23 | -20 | -2 | -24

Additional compounds follow.
canonical_smiles	USP30 inh	USP10 inh	OTUD3 inh	USP8 block	USP17 inh	USP28 inh	UCHL1 inh	USP7 block
COc1ccc(N(C(=O)Cn2nnnc2N)C2(C(=O)Nc3ccccc3C)CCCCC2)cc1	-3	5	-1	-4	-3	-3	-1	0
Cc1c(NC(=O)N2CCCC2c2ccco2)cccc1[N+](=O)[O-] (stereo not drawn)	-1	1	0	-72	-18	0	1	-42
CCC(C)NC(=O)NCCn1cnc2cc(C(=O)N3CCCC3)ccc21 (stereo not drawn)	9	0	2	-42	5	3	1	10
Cc1cccc2cc(CN(Cc3ccco3)S(=O)(=O)c3ccccc3)c(=O)[nH]c12	-30	0	-18	-26	-17	-17	-4	3
CCOC(=O)c1c(C)[nH]c(C(=O)N(CC)Cc2ccc3c(c2)OCO3)c1C	-1	5	3	-86	2	4	-1	1
CCOC(=O)c1c(NC(=O)c2cc(N)ccc2N2CCC(Cc3ccccc3)CC2)sc2c1CCCC2	10	0	7	25	11	8	9	9

Assay outcomes (PubChem BioAssay)
